HT1080NT lethal – kills 2HG-producing HT-1080-NT fibrosarcoma cells; HT-1080-NT fibrosarcoma viability, CellTiter-Glo ATP luminescence, 48 h; Potency, µM (doses to about 46.1 µM), without a hit: at the top dose activity, negative = less viability, most hits filed as cytotoxic; 360,000 compounds, 1.6% hits; AID 686970;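 further: NT is the 2HG producing partner of a matched IDH1 knockdown line; potency means the concentration at half of the fitted maximal effect; 0% = DMSO-treated cells and -100% = media-only wells without cells; nearly all actives have a fitted effect of over 55% in size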
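Compounds were tested in concentration-response format on HT-1080-NT cells for 48 hours at 37 degrees C. Cell viability came from CellTiter-Glo luminescence; curves were classified by r2, response magnitude and activity.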
KB-3-1 tox – kills parental KB-3-1 adenocarcinoma cells. KB-3-1 viability, CellTiter-Glo ATP luminescence, 72 h. Potency, µM (titrated, usually from 46.1 µM), for the others: at the highest dose activity change, negative = cytotoxic, most hits filed as cytotoxic. AID 1347075. 400,000 compounds, 1.4% hits; further: potency means the concentration at half of the fitted maximal effect; on the % scale 0 is the no-effect control and ±100 the full control effect; nearly all actives have a fitted effect of over 60% in size
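Luminescent ATP read-out (CellTiter-Glo) measures survival of drug-naive KB-3-1 cells after 72 h compound exposure at 37 °C. Titration series was screened from lowest to highest concentration, with DMSO vehicle plates as background controls.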
WRN helicase inh – inhibitors of human WRN helicase. Q14191. 360,000 compounds, 0.46% hits. WRN helicase unwinding, fluorescent forked duplex, kinetic. Potency, µM (doses to about 114 µM), without a hit: at the highest dose activity change, negative = inhibition, most hits filed as inhibitors; further: potency means the concentration at half of the fitted maximal effect; on the % scale 0 is the no-effect control and ±100 the full control effect; nearly all actives have a fitted effect of over 55% in size
Target sequence (Q14191 whole entry, looked up): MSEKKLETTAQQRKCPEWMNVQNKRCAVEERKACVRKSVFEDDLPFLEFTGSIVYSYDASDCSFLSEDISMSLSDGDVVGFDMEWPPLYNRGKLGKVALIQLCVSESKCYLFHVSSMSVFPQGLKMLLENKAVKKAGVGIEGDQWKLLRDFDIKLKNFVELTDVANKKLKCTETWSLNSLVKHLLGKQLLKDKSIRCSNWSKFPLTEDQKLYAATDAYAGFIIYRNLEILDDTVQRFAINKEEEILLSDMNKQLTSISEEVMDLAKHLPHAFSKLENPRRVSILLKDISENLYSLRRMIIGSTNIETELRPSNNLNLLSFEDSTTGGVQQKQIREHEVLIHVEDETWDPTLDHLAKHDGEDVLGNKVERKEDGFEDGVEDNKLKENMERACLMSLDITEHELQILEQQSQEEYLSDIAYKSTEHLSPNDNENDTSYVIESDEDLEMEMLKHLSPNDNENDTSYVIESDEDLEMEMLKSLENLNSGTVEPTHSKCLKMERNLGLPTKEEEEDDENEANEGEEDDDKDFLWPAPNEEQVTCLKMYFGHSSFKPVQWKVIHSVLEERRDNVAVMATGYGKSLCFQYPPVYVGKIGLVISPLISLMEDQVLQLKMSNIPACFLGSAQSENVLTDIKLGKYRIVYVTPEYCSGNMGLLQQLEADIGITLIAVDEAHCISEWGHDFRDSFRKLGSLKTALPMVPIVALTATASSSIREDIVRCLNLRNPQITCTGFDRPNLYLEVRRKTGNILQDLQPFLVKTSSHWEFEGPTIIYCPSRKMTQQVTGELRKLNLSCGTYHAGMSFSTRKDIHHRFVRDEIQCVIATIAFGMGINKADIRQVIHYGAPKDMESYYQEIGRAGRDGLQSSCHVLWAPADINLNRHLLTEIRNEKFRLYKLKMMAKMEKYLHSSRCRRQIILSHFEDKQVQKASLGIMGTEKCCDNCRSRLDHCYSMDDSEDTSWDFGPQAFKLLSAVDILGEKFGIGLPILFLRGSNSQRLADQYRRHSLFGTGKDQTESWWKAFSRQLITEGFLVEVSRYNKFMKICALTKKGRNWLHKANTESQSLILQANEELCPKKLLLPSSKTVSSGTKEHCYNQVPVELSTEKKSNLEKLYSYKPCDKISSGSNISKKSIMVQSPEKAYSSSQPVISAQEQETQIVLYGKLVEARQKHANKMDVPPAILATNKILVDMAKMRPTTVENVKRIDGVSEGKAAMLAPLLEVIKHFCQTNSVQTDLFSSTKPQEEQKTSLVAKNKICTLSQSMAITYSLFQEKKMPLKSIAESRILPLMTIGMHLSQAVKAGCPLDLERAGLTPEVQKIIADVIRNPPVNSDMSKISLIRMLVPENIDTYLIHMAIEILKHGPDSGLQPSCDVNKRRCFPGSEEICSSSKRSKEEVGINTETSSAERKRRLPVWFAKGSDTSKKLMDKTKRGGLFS
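Kinetic fluorescence helicase assay: unwinding of a quenched forked DNA duplex (100 nM final) with 2 mM ATP final raises red fluorescence (525/598 nm). Compounds sat 15 min at room temperature with 20 nM WRN beforehand.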
IL-1B inflam inh – inhibitors of inflammasome signaling (IL-1 beta secretion); THP-1 LPS/ATP IL-1B secretion, AlphaLISA, 16 h; active compounds read low; activity change, % at 57.5 µM; 360,000 compounds, 4.7% hits; in the data active means activity change below about -50%; inconclusive means mostly about -30% to -49%; further: on the % scale 0 is the no-effect control and ±100 the full control effect
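Secreted IL-1B measured by AlphaLISA bead assay after 16 h compound exposure of THP-1 cells; compounds (final up to 57.5 uM) added 1 h before LPS (250 ng/mL) and ATP (1.25 mM) stimulation; lower signal means less secretion.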
ATXN2 expr inh – inhibitors of ATXN2 expression. HEK-293 ATXN2-luciferase reporter, luminescence, 24 h. 360,000 compounds, 0.72% hits. Potency, µM (doses to about 57 µM), for the others: top-dose activity change, negative = inhibition, usual class: inhibitors. AID 1745845; further: potency means the concentration at half of the fitted maximal effect; on the % scale 0 is the no-effect control and ±100 the full control effect; nearly all actives have a fitted effect of over 55% in size
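qHTS (up to 57 uM final) was run with 24 h compound exposure of reporter cells at 37 °C. Each well was multiplexed: SteadyGlo luminescence measured ATXN2-luciferase expression after a fluorogenic Gly-Phe-AFC viability readout (25 uM final).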
MCF10A rerep – DNA re-replication induction in MCF 10a cells; MCF 10A DNA re-replication, Hoechst nuclear intensity, 48 h; Potency, µM (series often up to 46.1 µM), without a hit: at the top dose activity, positive = re-replication, hits mostly activators; 350,000 compounds, 2.9% hits; AID 624296; further: potency means the concentration at half of the fitted maximal effect; % of control where 0% means no effect; nearly all actives have a fitted effect of over 50% in size
HT1080 IDH1KD tx – HT-1080 IDH1 knockdown cell toxicity (counter line) | HT-1080 IDH1 knockdown viability, ATP luminescence, 48 h | Potency, µM (highest dose often 46.1 µM), for inactives: top-dose activity, negative = toxicity, hits mostly cytotoxic | AID 686971 | 360,000 compounds, 2% hits;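 further: potency means the concentration at half of the fitted maximal effect; 0% = DMSO wells and -100% = cell-free medium wells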
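Using the IDH1-knockdown HT-1080 line run in the same batch and compound series as the NT line, viability after 48 h at 37 °C was determined by CellTiter-Glo luminescence and expressed as % activity.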
KB-V1 cytotox – KB-V1 MDR subline cytotoxicity | KB-V1 MDR cells viability, CellTiter-Glo, 72 h | 400,000 compounds, 3.4% hits | Potency, µM (doses to about 46.1 µM), for inactives: at the top dose activity change, negative = cytotoxicity, hits mostly cytotoxic; further: potency means the concentration at half of the fitted maximal effect; on the % scale 0 is the no-effect control and ±100 the full control effect; nearly all actives have a fitted effect of over 60% in size
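KB-V1 MDR subline cells in DMEM (phenol-red free, 10% FBS) exposed to compounds in qHTS concentration series for 72 h at 37 degrees C. Viability read by CellTiter-Glo luminescence; concentration-effect curves fitted after normalization and correction.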
SW480 rerep – DNA re-replication induction in SW480 cells | SW480 DNA re-replication, Hoechst DNA content imaging, 48 h | Potency, µM (doses to about 46.1 µM), for inactives: at the top dose re-replication activation, most hits filed as activators | 340,000 compounds, 1.8% hits; further: potency means the concentration at half of the fitted maximal effect; % of control where 0% means no effect; nearly all actives have a fitted effect of over 55% in size
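Readout is total intensity of Hoechst-stained nuclei, excited at 405 nm and collected at 500-530 nm. Compound treatment lasted 48 hr at 37 C in 5% CO2 before staining.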
Numbers without * were called inactive; ? = inconclusive; nt = no result given; [ ] = remark or other dose. Unless noted, the call rests on the fitted dose curve; in most records, active means well fitted curve in the direction sought with a large enough effect; inconclusive means small, poorly fitted or top-dose-only effect, or another doubt; inactive means no such curve, though single readings can be large; an effect the other way counts as inactive or inconclusive.

SMILES | HT1080NT lethal | KB-3-1 tox | WRN helicase inh | IL-1B inflam inh | ATXN2 expr inh | MCF10A rerep | HT1080 IDH1KD tx | KB-V1 cytotox | SW480 rerep
COc1cc(CN2CCN(c3ccccc3F)CC2)c([N+](=O)[O-])cc1OC | 4% | -8% | 8% | 0 | 3% | 21% | 14% | 0% | 0%
CC(/C=N/NC(=O)Cc1cccn1C)=C\c1ccccc1 | 24% | -3% | -17% | ? | 47%[activator] | 3% | 23% | 16µM* | -2%
CCCNC1=C(N(C(C)=O)c2cccc(F)c2)C(=O)c2ccccc2C1=O | 8.2µM* | 1.3µM* | -14%[57.1 µM] | -84* | 28µM* | 0.73µM* | 4.6µM* | ? | 5.8µM*
O=C(CCCN1C(=O)CSc2ncccc21)N1CCN(Cc2ccccc2)CC1 | 7% | -2% | 4% | -9 | -4% | 24% | 6% | -22% | -5%
CC1CCCCC1NC(=O)C(=O)NCC1CCCO1 (stereo not drawn) | 2% | -2% | -1% | 45 | 4% | 0% | -2% | 18% | -3%[9.22 µM]
CCC(=O)Nc1ccccc1C(=O)N1CCN(Cc2ccccc2)CC1 | -1% | 5% | -25% | 2 | -5% | -4% | 2% | 9% | -1%
Cc1cc(C)nc(Oc2ccc(Br)cc2)n1 | -7% | 8% | -6% | -1 | nt | 2% | 3% | -12% | -8%
O=C(NCCCN1CCCC1=O)Nc1ccc(Cl)cc1Cl | 17% | 3% | -6% | 20 | 31% | -6% | 6% | 17% | -5%
CCOCCCN(C(=O)c1snc(C(N)=O)c1N)C(C(=O)NCCC(C)C)c1ccc(Cl)cc1 (stereo not drawn) | -15% | 7% | -3% | -13 | -7% | 2% | 1% | -15% | 1%
Cc1ccccc1OCCn1cnc2cc([N+](=O)[O-])ccc2c1=O | -16% | 0% | -9% | 0 | nt | 3% | -20% | ? | -6%
Cc1ccsc1C(=O)NCC(C)(C)N1CCOCC1 | -6% | -8% | 2% | 3 | 8% | ? | -11% | -24% | 43%
Cc1nc2ccccc2c(=O)n1/N=C/c1ccc(O)cc1O | -21% | 11% | 11% | 75 | -30% | -25% | ? | -17% | -2%
COc1ccc(C(=O)Nc2cccc(C)n2)cc1S(=O)(=O)N1CCCc2ccccc21 | ? | ? | -6% | ? | -34% | 2% | -25% | ? | -90%[inhibitor]
COc1ccc(NC(=O)N(C)C[C@H]2Oc3ccc(NC(=O)Cn4cnnn4)cc3C(=O)N([C@H](C)CO)C[C@@H]2C)cc1 | 0% | 2% | -2% | 19 | 1% | 0% | 8% | 5% | ?
CC(C)c1ncc(S(=O)(=O)c2ccc(C(F)(F)F)cn2)c(N)n1 | 0% | -2% | 4% | 19 | nt | 3% | -3% | 1% | 1%
COc1ccc(S(=O)(=O)N(C)C[C@H]2Oc3ncc(-c4ccncc4)cc3C(=O)N([C@@H](C)CO)C[C@@H]2C)cc1 | 7% | 23% | 0% | ? | -7% | nt | 5% | 16% | nt
COCC1CCN(C(=O)c2ccc(OC)c(OC3CCN(C(C)C)CC3)c2)CC1 | -2% | 12% | ? | -19 | 2% | -2% | -2% | ? | -4%
Cc1ccc(S(=O)(=O)Nc2c(C)nc3nc[nH]n3c2=O)c(C)c1 | 18% | 2% | -2% | -10 | -24% | -15% | 8% | 16% | -5%
N#CCc1cc2ccc3cccc4ccc(c1)c2c34 | 11% | ? | -11% | -18 | nt | 13% | -15% | 7.3µM* | -4%
Cc1ccc(CS(=O)(=O)CCC(=O)NCCN2CCCCC2C)cc1 (stereo not drawn) | 13% | 11% | 4% | 8 | -1% | -1% | 11% | 7% | 0%[9.22 µM]
CCN(CC)S(=O)(=O)c1cccc(-c2nn(-c3ccccc3)cc2/C=C(\C#N)C(=O)NCc2ccco2)c1 | 2% | 9% | 4% | 34 | -6% | 11% | 16% | ? | 4%
O=C(O)c1cccc(NS(=O)(=O)/C=C/c2ccccc2)c1 | -3% | -1% | 6% | 17 | 4% | 8% | 0% | 24% | 0%
C/C(=N/NC(=O)CNC(=O)c1cccnc1)c1ccccc1 | 6% | 1% | 1% | -10 | 1% | 0% | 1% | 21% | -21%
CC(C)(C)CN1C(N)=NC[C@H]1Cc1ccc(O)cc1 | 12% | 0% | -4% | 12 | 8% | ? | 11% | -13% | -7%
CCOC(=O)N1CCC(N2CCN(S(=O)(=O)c3ccc(Cl)cc3)CC2)CC1 | -15% | -4% | 12% | 2 | -4% | 5% | -5% | ? | -4%
CC1CCc2c(c3ccccc3[nH]c2=O)O1 (stereo not drawn) | -8% | -2% | -1% | 0 | 1% | -5% | -16% | ? | -2%
C=C(C)Cn1c(N(CCO)Cc2ccccc2)nc2c1c(=O)[nH]c(=O)n2C | -1% | 7% | 3% | 0 | 0% | 16% | 11% | 24% | -9%
CCN1C(=O)CC2(C[N+]3(C)CCC2CC3)C1=O (stereo not drawn) | 18% | 20% | 2% | 12 | 5% | 0% | 14% | 3% | 3%
Cc1ccc(N(C(C)C(=O)Nc2ccc(S(=O)(=O)N3CCOCC3)cc2)S(C)(=O)=O)cc1 (stereo not drawn) | 2% | -5% | -4% | -3 | 0% | 16% | -1% | 3% | -1%
Cc1ccc(C(NC(=O)c2cccc(S(=O)(=O)N3CCN(C)CC3)c2)c2ccccc2)cc1 (stereo not drawn) | -12% | -23% | -4% | ? | -8% | ? | -6% | -11% | 1%

Records above marked active in IL-1B inflam inh.
compound	WRN helicase inh	IL-1B inflam inh	SW480 rerep
CCCNC1=C(N(C(C)=O)c2cccc(F)c2)C(=O)c2ccccc2C1=O	-14%[57.1 µM]	-84*	5.8µM*

(more compounds)
SMILES | HT1080NT lethal | KB-3-1 tox | WRN helicase inh | IL-1B inflam inh | ATXN2 expr inh | MCF10A rerep | HT1080 IDH1KD tx | KB-V1 cytotox | SW480 rerep
Cc1cc(=O)n2nc(N3CCCC(C(=O)N4CCN(c5ccccc5)CC4)C3)sc2n1 (stereo not drawn) | 13% | 15% | 26% | -26 | 7% | 6% | 11% | 3% | -9%
Cc1ccc(NC(=O)CN(C)C(=O)COc2ccccc2-c2ccccc2)cc1 | ? | -2% | -1% | -65* | 0% | ? | ? | 0% | 12%
O=S1(=O)CC(N2CCCC2)CN1Cc1cn(Cc2cccc(Cl)c2)nn1 (stereo not drawn) | 14% | 25% | 0% | 2 | -2% | nt | 4% | 10% | nt
O=C(c1c(Cl)nc2sccn12)N(C(=O)c1c(Cl)nc2sccn12)c1ccc(Cl)cn1 | -9% | -13% | -9% | -4 | 57%[activator] | -2% | ? | -1% | 0%
Cc1ccc2c(C(=O)CN3CCN(c4ccccc4)CC3)c(C)[nH]c2c1 | 3% | -1% | 1% | 0 | 36% | -1% | 12% | 0% | 3%
O=C(CNC(=O)c1ccco1)OCc1cccc(Cl)c1 | 19% | 6% | 2% | 16 | 3% | 0% | 17% | 22% | -3%
COc1ccc(C(CNC(=O)c2ccc(S(=O)(=O)N(C)C)cc2)N2CCCCC2)cc1 (stereo not drawn) | -3% | 0% | -5% | -5 | ? | 2% | 0% | -23% | -5%
O=C(Cn1c(=O)oc2ccccc21)NCCc1ccccc1Cl | -3% | -8% | -6% | -1 | -21%[11.3 µM] | -1% | 1% | 0% | -2%
Cc1ccc(N2CC(C(=O)N3CCc4ccccc4C3)CC2=O)cc1 (stereo not drawn) | 12% | 11% | 0%[57.1 µM] | -2 | -2% | 9% | -3%[9.24 µM] | 5% | -1%
O=C(/C=C/c1ccccc1)NC(NC(=S)Nc1ccc(C(=O)O)cc1)C(Cl)(Cl)Cl (stereo not drawn) | 11% | 15% | -27% | 14 | 4% | 1% | 5% | -2% | -1%
Cc1ccc(C(=O)COC(=O)CCCC(=O)NC2CCCCC2)cc1[N+](=O)[O-] | 9% | 7% | -6% | 2 | -2% | -81%[inhibitor] | 10% | -11% | -2%
O=c1[nH]c2ccccc2cc1CN(Cc1cccnc1)S(=O)(=O)c1ccc(Cl)cc1 | -13% | -11% | -11% | -61* | ? | 28% | -15% | 12% | -3%
O=C(/C=C/c1ccccc1)Nc1ccc(NC(=O)c2cccs2)cc1 | 11% | -2% | 5% | -1 | nt | -2% | 5% | 1% | -9%

Among those listed so far, these contain an aryl methoxy group.
SMILES | HT1080NT lethal | KB-3-1 tox | WRN helicase inh | IL-1B inflam inh | ATXN2 expr inh | MCF10A rerep | HT1080 IDH1KD tx | KB-V1 cytotox | SW480 rerep
COc1cc(CN2CCN(c3ccccc3F)CC2)c([N+](=O)[O-])cc1OC | 4% | -8% | 8% | 0 | 3% | 21% | 14% | 0% | 0%
COc1ccc(C(=O)Nc2cccc(C)n2)cc1S(=O)(=O)N1CCCc2ccccc21 | ? | ? | -6% | ? | -34% | 2% | -25% | ? | -90%[inhibitor]
COc1ccc(NC(=O)N(C)C[C@H]2Oc3ccc(NC(=O)Cn4cnnn4)cc3C(=O)N([C@H](C)CO)C[C@@H]2C)cc1 | 0% | 2% | -2% | 19 | 1% | 0% | 8% | 5% | ?
COc1ccc(S(=O)(=O)N(C)C[C@H]2Oc3ncc(-c4ccncc4)cc3C(=O)N([C@@H](C)CO)C[C@@H]2C)cc1 | 7% | 23% | 0% | ? | -7% | nt | 5% | 16% | nt
COCC1CCN(C(=O)c2ccc(OC)c(OC3CCN(C(C)C)CC3)c2)CC1 | -2% | 12% | ? | -19 | 2% | -2% | -2% | ? | -4%
COc1ccc(C(CNC(=O)c2ccc(S(=O)(=O)N(C)C)cc2)N2CCCCC2)cc1 (stereo not drawn) | -3% | 0% | -5% | -5 | ? | 2% | 0% | -23% | -5%

Compound activity as filed in PubChem.
